PV pol inh – inhibitors of poliovirus RNA polymerase binding and polymerization; poliovirus polymerase elongation, fluorescence polarization; hits give low values; % elongation, % (compound at 16.7 µg/mL); actives 0.66% (n = 150,000); AID 588519; in the data active means % elongation below about 90%; further: some results filed as inactive read as strong as hits
Target sequence (P03300 1749-2209 limits assumed): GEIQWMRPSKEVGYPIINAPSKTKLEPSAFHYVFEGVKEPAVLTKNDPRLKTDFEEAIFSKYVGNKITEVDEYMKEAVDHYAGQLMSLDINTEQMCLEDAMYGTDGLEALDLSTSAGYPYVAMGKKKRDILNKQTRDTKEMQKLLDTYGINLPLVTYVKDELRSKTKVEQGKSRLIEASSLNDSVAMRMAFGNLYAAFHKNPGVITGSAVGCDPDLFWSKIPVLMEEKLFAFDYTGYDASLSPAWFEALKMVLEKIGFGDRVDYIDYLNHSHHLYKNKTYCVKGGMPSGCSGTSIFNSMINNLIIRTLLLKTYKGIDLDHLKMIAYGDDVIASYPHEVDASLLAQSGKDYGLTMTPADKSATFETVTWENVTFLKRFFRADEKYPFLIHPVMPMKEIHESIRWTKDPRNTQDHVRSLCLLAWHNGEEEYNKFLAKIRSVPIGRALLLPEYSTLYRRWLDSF
PV pol inh FP z-score – recorded beside PV pol inh, whose call it bears; z-score; measured here: FP z-score; hits read low
Starred values were filed as active, the others as inactive; & = joins results of further samples.

SMILES	PV pol inh	PV pol inh FP z-score
COc1ccc(CNC(=O)c2cc(-c3ccc(Br)s3)nc3ccccc23)cc1	108.0	0.6
C=CCn1c(=S)[nH]c2cc(OCC)c(OCC)cc2c1=O	101.0	0
O=C(c1ccccc1)c1cccc(N=Cc2c(O)[nH]c(=O)[nH]c2=O)c1	100.0	-0.7
CSc1c(C#N)c(-c2cccs2)nn1C(=O)C(C)(C)C	104.0	-0.2
CCCCCCCCCCCCCCCCOCC(COP(=O)([O-])OCC[N+](C)(C)C)OC (configuration not stated)	100.0&102.0	-0.2&0.5
NC(=O)Cn1nnc(-c2ccccc2)n1	103.0	0
CCC(=N)C1=C(O)CC(C)(C)CC1=O	99.0	-1
CCOC(=O)CSc1nc2ccc(NC(=O)COc3ccccc3C)cc2s1	109.0	0.6
Fc1ccc(-c2cc3ncc4c(n3n2)-c2cc(Cl)ccc2OC4)cc1	103.0	-0.6
CCOc1ccc(C2=NCCNC3=C2C(c2ccccc2)N(c2ccccc2)C3=O)cc1 (configuration not stated)	103.0	0.3
NC(=O)CSc1nnc2scc(-c3ccc(Cl)cc3)n12	101.0	-0.2
CC1=C(C#N)C(NC(=O)c2ccccc2)(C(F)(F)F)C(=O)N1 (configuration not stated)	102.0	-0.2
CCc1ccc(CN(Cc2ccco2)C(=O)c2ccccc2Cl)cc1	110.0	0.5
CC1CCc2cc(F)ccc2N1C(=O)c1cccs1 (configuration not stated)	102.0	0.5
Cc1ccc2nc(-c3ccc(N4C(=O)C=CC4=O)cc3)sc2c1	103.0	0.3
O=C(Cn1ncn2nc(-c3ccco3)cc2c1=O)NCc1ccccc1	104.0	0.4
Cc1cccc(C)c1OCCn1c(CCNC(=O)C2CCCCC2)nc2ccccc21	111.0	0.7
COC(=O)c1c2c(n3cc4ccccc4cc13)C(=O)c1ccccc1C2=O	104.0	0.7
CCc1cc2c(NCCN3CCCCC3)ncnc2s1	104.0	0.6
COc1cc(Cl)c(NC(=O)CCS(=O)(=O)c2ccc3c(c2)NC(=O)CO3)c(OC)c1	105.0	-0.1
COc1ccccc1NS(=O)(=O)c1ccc2c(c1)CCN2C(=O)CCC(=O)O	101.0	-0.8
O=C(CSc1ccccn1)c1ccc(Cl)cc1	97.0	-0.8
Cc1ccsc1C=Nc1ccc(Nc2ccccc2)cc1	103.0	-0.1
CCC(=O)NC1(C(F)(F)F)N=C(c2ccccc2)N(C2CCCC2)C1=O (configuration not stated)	98.0	-1.8
c1ccc2c(CNc3ncn[nH]3)cccc2c1	104.0	0.9
CCc1ccccc1NC(=O)Cn1c(=O)n(CCCS(=O)(=O)C2CCCCC2)c(=O)c2ccccc21	106.0	-0.6
COc1ccc(-c2nc3scc(CCNC(=O)Cc4ccc(F)cc4)n3n2)cc1	111.0	0.9
CCCNc1ncnc2c1cnn2C	103.0	1.1
Cc1ccc(C)n1CC(F)(F)F	100.0	-0.2
N/C(Cc1ccc(-c2csnn2)cc1)=N\OC(=O)C1CC1	99.0	-1
CN1CCN(C(=O)c2ccc3c(c2)N(Cc2cccc(Cl)c2)C(=O)c2ccccc2S3(=O)=O)CC1	103.0	-0.4
CCn1c(=N)c(C(=O)NC2CCCC2)cc2c(=O)n3cc(C)ccc3nc21	112.0	0.1
O=C1CC(C(=O)Nc2cccc(C(=O)O)c2)C(c2ccccc2)O1 (configuration not stated)	102.0	1
Cc1cc2oc(C(=O)Nc3ccc(S(=O)(=O)Nc4onc(C)c4C)cc3)cc(=O)c2cc1C	103.0	-0.8
Nc1ncnc2c1ncn2C1O[C@H](COP(=O)(O)O)[C@@H](O)[C@H]1O (some centres not stated)	100.0	0.1
Cc1ccc2nc(CSc3nnc4ccccn34)cc(=O)n2c1	102.0	-0.5
COc1ccc2cc(C(=O)NCc3ccc4c(c3)CCN4C(=O)c3ccc(C)cc3)[nH]c2c1	107.0	0
Cc1ccc(-n2nc(C(=O)O)c(C)c(C#N)c2=O)cc1	101.0	-0.2
CCN(CC)C(=O)Cn1c2cc(OC)c(OC)cc2c2nc3n(c(=O)c21)CCS3	101.0	-0.2
C#CCSc1ncc(C(=O)O)c(C(OC)OC)n1	104.0	0.7
CC(=O)Nc1nnc(SCc2cc(=O)c3cc(C)ccc3[nH]2)s1	99.0	-1.6
CN1CCN(c2ccc(Nc3ccnc4cc(Cl)ccc34)cc2Cl)CC1	89.0*	-1.3*
Cc1ccc(C)c(OCc2nnc(SCc3nc4ccccc4s3)o2)c1	127.0	3.7
O=S(=O)(/N=C(\Nc1cccc2ccccc12)c1ccccc1)c1ccccc1	100.0	-0.4
CN1C(C(=O)N2CCC3(CC2)OCCO3)=CC(c2ccc(F)cc2)=NS1(=O)=O	104.0	1.1
CCOC(=O)N1CCC(NC(=O)CSCc2nc(-c3ccc(C)cc3)oc2C)CC1	100.0	-0.2
Cc1ccc2cc3c(nc2c1)N(Cc1ccco1)CC3	104.0	0.4
CCOc1cc(/C=N/NC(N)=S)cc(I)c1O	103.0	1.3
COc1ccc(NC(=O)C2=CC(c3ccc4c(c3)OCO4)=NS(=O)(=O)N2C)cc1OC	108.0	-0.1
CCOc1ccc(-n2c(SCC(=O)NCc3ccco3)nc3n[nH]c(C)c3c2=N)cc1	102.0	0
Cc1ccc(/C=C/C(=O)N2CCN(C(c3ccccc3)c3ccccc3)CC2)o1	102.0	0.6
COc1ccc(N(CC(C)C)S(=O)(=O)c2nnc(NC(=O)c3cccs3)s2)cc1	113.0	1.1
COc1ccc(CCN2CC(C(=O)NCCc3ccccc3)CC2=O)cc1OC (configuration not stated)	113.0	0.6
O=C(CSc1nnc(-c2ccccc2Br)n1-c1ccccc1)c1ccc(F)cc1	105.0	0
CCNC(=S)N1CCN(c2ccccc2)CC1	101.0	-0.3
O=C(c1ccc(Br)cc1)C(C(=O)N1CCCCC1)n1ccccc1=O (configuration not stated)	99.0	-0.5
CCn1cc(C(=O)N2CCN(c3ccc(OC)cc3)CC2)c(=O)c2cc(S(=O)(=O)N(C)C3CCCCC3)ccc21	108.0	0.7
O=C(CSc1nc(=O)[nH]c2c1CCCC2)Nc1cc(C(F)(F)F)ccc1Cl	105.0	-0.4
O=C(Nc1ccccn1)C(=NO)C(=O)Nc1ccccn1	104.0	0.7
CC1CCC(C(C)C)C(OC(=O)CSc2nnc(N)s2)C1 (configuration not stated)	107.0	0.3

Part of the list above, set out differently:
| Compound | PV pol inh | PV pol inh FP z-score |
| --- | --- | --- |
| COc1ccc(NC(=O)C2=CC(c3ccc4c(c3)OCO4)=NS(=O)(=O)N2C)cc1OC | 108.0 | -0.1 |
| CCOc1ccc(-n2c(SCC(=O)NCc3ccco3)nc3n[nH]c(C)c3c2=N)cc1 | 102.0 | 0 |
| Cc1ccc(/C=C/C(=O)N2CCN(C(c3ccccc3)c3ccccc3)CC2)o1 | 102.0 | 0.6 |
| COc1ccc(N(CC(C)C)S(=O)(=O)c2nnc(NC(=O)c3cccs3)s2)cc1 | 113.0 | 1.1 |

Continued.
SMILES	PV pol inh	PV pol inh FP z-score
COc1ccccc1NC(=O)O/N=C(\N)c1ccccc1	98.0	-0.9
O=C(CSc1ncn[nH]1)Nc1cccc(Br)c1	102.0	-0.1
COc1ccc(N2CCN(C(=O)/C=C/c3ccccc3)CC2)cc1	105.0	0.4
Cc1ccc(C)c(NC(=O)CSc2nc(-c3ccccc3)c(C#N)c(=O)[nH]2)c1	101.0	-1.3
Cc1ccnc(Cl)c1N	105.0	0.9
CCn1cc2nc(SCc3cc(C)ccc3C)n(Cc3ccc(C)cc3)c(=O)c2n1	105.0	-0.4
Cc1nc(-c2ccccc2)ccc1C(=O)O	102.0	-0.2
CCN1c2ccccc2-c2nc(SCC(=O)Nc3ccc(C)c(Cl)c3)ncc2S1(=O)=O	111.0	0.3
Cc1cc2occ(CC(=O)OCc3c(F)c(F)c(F)c(F)c3F)c2cc1C	100.0	-0.4
N=c1n(CCN2CCCCC2)c2ccccc2n1CC(O)COc1ccccc1 (configuration not stated)	99.0	-0.7
COc1ccc(C(=O)/C=C2\N/C(=N\S(=O)(=O)c3ccc(N)cc3)NC2=O)cc1	103.0	0.3
Cc1nc(-c2cccc(NC(=O)CN3CCCC3c3cccs3)c2)cs1 (configuration not stated)	100.0	-0.6
CCCCCOC(=O)c1ccc(OC(=O)c2sc3ncn(Cc4cccc(F)c4)c(=O)c3c2C)cc1	104.0	0
CCN(CC)S(=O)(=O)c1cc(-c2cc(C(=O)N3CCc4ccccc43)no2)ccc1OC	100.0	-0.1
O=C(CSc1nnc(NC(=O)Nc2ccccc2)s1)Nc1cccc(F)c1	101.0	-1.5

A few values from above.
CCCCCOC(=O)c1ccc(OC(=O)c2sc3ncn(Cc4cccc(F)c4)c(=O)c3c2C)cc1 in PV pol inh is listed with 104.0
CC1CCC(C(C)C)C(OC(=O)CSc2nnc(N)s2)C1 (configuration not stated) in PV pol inh is listed with 107.0
Nc1ncnc2c1ncn2C1O[C@H](COP(=O)(O)O)[C@@H](O)[C@H]1O (some centres not stated) in PV pol inh FP z-score is listed with 0.1

Going on with the list.
SMILES	PV pol inh	PV pol inh FP z-score
CCN1CCO/C1=C\C=C\C1=[N+](CC)CCO1	106.0	1.2
CS(=O)(=O)N1CCCc2cc(C(=O)Cn3cc(C(F)(F)F)ccc3=O)ccc21	103.0	-0.1
Cc1ccc(N2CC(C(=O)NCCS(=O)(=O)N3CCN(c4ccc(F)cc4)CC3)CC2=O)cc1 (configuration not stated)	107.0	0.1
O=C(O)C(Cc1ccccc1)N1C(=O)/C(=C\c2ccco2)SC1=S (configuration not stated)	100.0	-0.4
Cc1cc(NNS(=O)(=O)c2ccc(CCC(=O)O)cc2)n2ncnc2n1	105.0	0.3
CC(C)Cn1c(SCc2ccccc2C#N)nnc1-c1ccccc1F	99.0	-0.5
CN(C)c1ccc(CNC(=O)C2CCCN(S(=O)(=O)c3ccc4c(ccn4C)c3)C2)cc1 (configuration not stated)	111.0	1.2
O=C1c2ccccc2C(=O)N1N=C1CCCCC1	103.0	0.8
C/C=C/NC(=O)c1nc2c(nnn2Cc2ccc(C)cc2)c(=O)[nH]1	102.0	0.2
CC(C)NC(=O)CSc1nnc(-c2cccs2)n1C	108.0	0.6
CCNc1nc(OC)nc(Oc2ccc(=O)[nH]n2)n1	107.0	0.7
CCN(CC)S(=O)(=O)c1ccc(Nc2ncnc3c2nc2n3CCCCC2)cc1	101.0	-0.3
O=C1NCCN1CCN1C(=O)c2ccccc2NC1c1cccs1 (configuration not stated)	101.0	-0.1
CCOc1ccc(C(=O)Nc2c(C(=O)N3CCN(c4ccccc4F)CC3)oc3ccccc23)cc1	102.0	-0.8
O=C(N1CCN(c2ccccc2)CC1)C(F)(F)F	102.0	-0.1
CC(C)n1c2ccccc2c2n[nH]c(=S)nc21	93.0	-0.9
COc1ccc(CCC(=O)Nc2ccc(/C(N)=N/O)cc2)cc1	100.0	0.1
O=C(CSc1nnnn1-c1ccc(O)cc1)c1c[nH]c(C(=O)N2CCCC2)c1	126.0	2.6
COc1ccc(N=Cc2c(O)n(C)c(=O)[nH]c2=O)cc1	103.0	0.8
Cc1cccc(OCC(=O)N2CCc3ccccc32)c1	102.0	0
O=C(Nc1ccc2oc(-c3ccccc3F)nc2c1)c1ccccc1Cl	107.0	0.3
S=C(NCCc1ccccn1)NN1C2CSC1CS2	103.0	0.1
COc1ccccc1CC(NC(C)=O)C(=O)N1CCN(C(=O)c2cccs2)CC1 (configuration not stated)	101.0	0
CCC(=O)Nc1ccc(C)cc1-c1nc2ccccc2n(CC(=O)Nc2ccccc2Cl)c1=O	98.0	-1.5
COc1cc(NC(=O)CC(CC(=O)O)c2ccccc2)c(C(=O)O)cc1OC (configuration not stated)	100.0	-0.4
COc1ccc(Nc2ncnc3onc(C)c23)c(OC)c1	106.0	0.2
CN=c1scc(C)n1/N=C/c1ccco1	110.0	0.5
NCCCC(=O)OC1CCCCC1	102.0	0
O=C(CSc1nnc(NC2=NS(=O)(=O)c3ccccc32)s1)N1CCOCC1	101.0	-0.1
CCCN(CCC)C(=O)c1cc2sc3ccccc3c2s1	106.0	0.4
Cc1ccc(NC(=O)COC(=O)CC2CCCC2)cc1F	106.0	0.5
CCC(CO)NC(=S)Nc1c(Cl)cccc1Cl (configuration not stated)	100.0	-0.2
O=C(CCc1ccccc1)Nc1ccccc1	100.0	-0.5
Cc1cccc(CNC(=O)c2cnc3c(-c4cccc(C)c4)c(C)nn3c2C)c1	104.0	-0.1
O=C(O)Cc1cc(I)c(Oc2ccc(O)c(I)c2)c(I)c1	102.0	0.7
CN(C)C(CNC(=O)C(c1ccccc1)c1ccccc1)c1ccco1 (configuration not stated)	105.0	0.3
CC(=O)NCc1ccc(C(=O)CSc2nnc(-c3cccc(C)c3)n2-c2ccc(C)cc2)o1	102.0	0.1
CCC(=O)N1N=C(c2ccccc2)CC1c1ccc(N(C)C)cc1 (configuration not stated)	101.0	-0.1
CC1CC(C)CN(C(=O)c2ccc(CNS(=O)(=O)c3ccc(F)cc3)cc2)C1 (configuration not stated)	103.0	0.5
O=C(c1c(NS(=O)(=O)c2ccc3c(c2)OCCO3)sc2c1CCCC2)N1CCOCC1	102.0	0.6
O=C(CSc1ncnc2c1nnn2-c1ccc(F)cc1)N1CCCc2ccccc21	104.0	0.8
Cc1cccn2c(=O)c(C(=O)NCc3ccc(F)cc3)c(O)nc12	109.0	1.3
CCN(CCCNC(=O)CSc1cc(=O)n(C)c2ccccc12)c1ccccc1	106.0	0.3
CS(=O)(=O)N1CCN(S(C)(=O)=O)C2OCCOC21 (configuration not stated)	101.0	0.5
CCOC1=CC2=C(CC(C)(C)CC2=O)OC1N(C)C (configuration not stated)	102.0	0

Single records (already shown). Order of screens: PV pol inh	PV pol inh FP z-score
Listed for CC(C)Cn1c(SCc2ccccc2C#N)nnc1-c1ccccc1F : 99.0	-0.5
Listed for COc1ccc(-c2nc3scc(CCNC(=O)Cc4ccc(F)cc4)n3n2)cc1 : 111.0	0.9
Listed for CS(=O)(=O)N1CCCc2cc(C(=O)Cn3cc(C(F)(F)F)ccc3=O)ccc21 : 103.0	-0.1

Next records follow.
SMILES	PV pol inh	PV pol inh FP z-score
CCN(CC)S(=O)(=O)c1ccc2c(c1)c(=O)c(C(=O)N1CCN(c3cc(C)ccc3C)CC1)cn2C	103.0	-0.2
Cn1c(=O)n(C)c2cc(N3CCOCC3)c(NS(=O)(=O)c3ccc(C(C)(C)C)cc3)cc21	104.0	-0.1
CC(=Nc1ccccc1)C1=C(O)CCCC1=O	103.0	0.3
CC(C)(S)C(N)C(=O)O (configuration not stated)	101.0	0.2

These rows are one share of the data, so the mix of outcomes need not match the whole.
